Bioassay records deposited in PubChem BioAssay by several laboratories.
TNF necrop inh: TNF-alpha cell death inhibition in Jurkat FADD-/- cells; Jurkat FADD-/- TNF necroptosis rescue, ATP luminescence, 24 h; 0 = TNF only, 100 = no-TNF cells; activation (protection from cell death), % at 10 µM; 220,000 tested, 0.068% active;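 active means activation, meaning protection from cell death, of at least 50% relative to plate controls; inactive means activation below 50%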;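 further: necroptosis triggered by 40 ng/mL TNF-alpha added together with compound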
Runt-SMMHC FRET: Runt domain-CBFb-SMMHC interaction inhibition. 220,000 tested, 0.74% active. AID 1434. Q01196+Q13951. inhibition, % at 20 µM. Cerulean-Runt/Venus-CBFb-SMMHC FRET ratio 530/480, 1 h;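 active means mean inhibition across duplicate retests at 20 µM reaching about 50%, limit read from the data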;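 further: 0% = DMSO wells and 100% = wells with excess untagged CBFb-SMMHC; inhibitors lower the FRET ratio by blocking Runt binding to CBFb-SMMHC; some results filed as inactive read as strong as hits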
TRPML3 ag: activates the human TRPML3 channel | activation, % at 3 µM | 220,000 tested, 0.29% active | HEK293 TRPML3-YFP, Fluo-8 calcium fluorescence; 100% = the carbachol control signal;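 active means activation above its plate's cutoff, the mean activation of the plate's test wells plus 3 SD, cut at about 12% in these data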;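 further: 0% = DMSO only wells and 100% = carbachol wells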
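Test system: TRPML3-YFP stable HEK293 cells. Doses: single point at 3 µM. Incubation: dye loading 1 h 37 °C then 30 min ambient, 125 s read. Signal: Fluo-8 calcium dye fluorescence, ex 470-495, em 515-575 nm. Measure: percent activation from peak-to-basal fluorescence ratio, scaled between DMSO and carbachol.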
PPC-1+TRAIL kill: PPC-1 cancer cell killing with TRAIL present. PPC-1 cells + TRAIL, ATPLite viability luminescence. cell killing (% activity), % at 4 µM. 220,000 tested, 0.41% active. AID 1443;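 active means cell killing above 50% in the first pass at 4 µM, then a duplicate retest at 5 µM averaging 50% or more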;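 further: plate controls were cells with TRAIL plus DMSO for no effect and medium-only wells lacking cells for full effect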
TRPN1 ag: agonists of zebrafish TRPN1 channel. 220,000 tested, 0.18% active. activation, % at 3 µM. HEK293 zebrafish TRPN1-YFP, Fluo-8 calcium fluorescence; 100% = response to 87 µM carbachol;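 active means activation above its plate's cutoff, the mean activation of test wells on that plate plus 3 SD, cut at about 19% in these data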;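 further: 0% = DMSO alone and 100% = 87 µM carbachol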
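Material – zebrafish TRPN1-YFP in HEK293 cells · Doses – 3 µM single point · Schedule – dye 1 h 37 °C plus 30 min RT · Signal – Fluo-8 calcium fluorescence, excitation 470-495 nm, emission 515-575 nm · Read-out – % activation versus carbachol response · Control set – carbachol high, DMSO low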
EBV gp42 block: blocks Epstein-Barr virus glycoprotein 42 binding; Q1HVG2; Fluorescence polarization binding assay, mP read-out; inhibition, % (tested at 21.74 µM); 220,000 tested, 0.42% active; in the data active means inhibition above about 50%
Target sequence (Q1HVG2 whole entry, looked up): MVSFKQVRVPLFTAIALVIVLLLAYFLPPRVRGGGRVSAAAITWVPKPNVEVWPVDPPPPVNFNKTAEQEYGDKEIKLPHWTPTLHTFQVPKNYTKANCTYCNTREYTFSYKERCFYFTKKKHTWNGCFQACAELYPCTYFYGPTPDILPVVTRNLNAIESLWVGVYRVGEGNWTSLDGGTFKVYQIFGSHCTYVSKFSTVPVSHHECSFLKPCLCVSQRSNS
Mdm2 ligase inh: Mdm2 E3 ligase (human) inhibition | Q00987 | cell-based MDM2 ubiquitination luciferase reporter, 2 h; 0 = plate control, 100 = twice control, blank-subtracted | signal enhancement, % at 5 µM | 210,000 tested, 0.11% active | AID 1230;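 active means signal enhancement of 30% or more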;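 further: luminescence tracks abundance of the self-degrading MDM2-luciferase fusion protein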
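Timing – 2 h compound exposure at 37 °C · Assay system – mammalian cells stably expressing self-ubiquitinating, self-degrading MDM2 E3–luciferase fusion · Amount – 2000 cells seeded into each well · Measure – % luminescence enhancement versus blank-corrected plate control mean · Measured by – SteadyLite luminescence, 15 min reagent step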
CHOP inhibitor: blocks CHOP induction under ER stress. inhibition, % at 10 µM. AID 2732. 220,000 tested, 3.8% active. CHO-K1 CHOP-promoter luciferase, tunicamycin-induced, 15-18 h;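 active means compounds that reduced the stress-induced luciferase reporter signal by more than about 70% of percent inhibition, limit read from the data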;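 further: 0% = tunicamycin plus vehicle and 100% = wells without tunicamycin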
NCF1 inh: inhibitors of human p47phox binding; P14598; 220,000 tested, 0.53% active; inhibition, % at 24.7 µM; AID 1274; p47phox/p22phox peptide binding, fluorescence polarization, 2 h;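 active means inhibition above about 30%, limit read from the data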;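 further: 0% = p47phox with labelled peptide and 100% = labelled peptide alone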
Target sequence (P14598 whole entry, looked up): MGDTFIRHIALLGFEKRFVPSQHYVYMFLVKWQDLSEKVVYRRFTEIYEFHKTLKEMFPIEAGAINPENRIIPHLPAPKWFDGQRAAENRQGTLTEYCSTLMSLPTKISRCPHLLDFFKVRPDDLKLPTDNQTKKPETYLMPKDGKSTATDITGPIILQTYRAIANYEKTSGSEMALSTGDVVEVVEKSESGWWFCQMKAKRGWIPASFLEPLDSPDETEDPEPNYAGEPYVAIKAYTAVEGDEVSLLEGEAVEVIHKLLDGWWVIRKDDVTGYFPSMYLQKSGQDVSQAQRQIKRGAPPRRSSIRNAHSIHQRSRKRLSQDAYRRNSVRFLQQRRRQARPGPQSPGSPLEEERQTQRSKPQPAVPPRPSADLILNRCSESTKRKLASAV
Starred values were filed as active, the others as inactive; . = no result given. The order is random, and some 5.9% of all compounds hit somewhere here.

Molecule | TNF necrop inh | Runt-SMMHC FRET | TRPML3 ag | PPC-1+TRAIL kill | TRPN1 ag | EBV gp42 block | Mdm2 ligase inh | CHOP inhibitor | NCF1 inh
Cc1ccc(Nc2nc(CSc3nnc(-c4ccccc4C)n3C)cs2)cc1 | 3.2 | 4 | -1.3 | 23 | -2.8 | -12 | -1 | -16 | -20
CC[C@H](C)[C@H](NC(=O)c1ccc(Cl)cc1)C(=O)OCC(=O)c1ccc2c(c1)NC(=O)CO2 | -2.5 | -6 | -0.3 | 8 | 0.4 | -24 | -4 | 105* | -19
O=C1CC(N2CCSCC2)C(=O)N1c1ccc(Br)cc1 (centres undefined) | 9.9 | -1 | 0.6 | 7 | 0.4 | -13 | -8 | 18 | -8
O=C(COc1ccc(Cl)cc1Br)N1CCN(c2ccccc2)CC1 | -1.7 | -1 | 0.5 | -3 | -0.6 | -14 | 6 | -18 | -18
N=C1c2ccccc2CN1NC(=O)COc1ccc(Cl)cc1 | 1.0 | -1 | -0.1 | 7 | -0.1 | -10 | -6 | 1 | 0
COC(=O)c1cc(COC(=O)c2nc3nc(C)cc(C)n3n2)oc1C | 0.2 | 1 | 0.2 | -22 | -1.9 | -2 | -20 | -11 | 3
COCCn1c(=O)[nH]c(=O)c2c1nc(-c1cc(Br)c3c(c1)OCO3)n2Cc1ccccc1 | -3.3 | 2 | 0.5 | -7 | 1.0 | 4 | -4 | 3 | -2
CCOc1ccc(C(=O)NCC(=O)OCC(=O)N2C(C)CCCC2C)cc1 (centres undefined) | 0.8 | 4 | 0.4 | -29 | 0.6 | -13 | 2 | 6 | -10

The final 2 records of the part above lead into the next.
Molecule | TNF necrop inh | Runt-SMMHC FRET | TRPML3 ag | PPC-1+TRAIL kill | TRPN1 ag | EBV gp42 block | Mdm2 ligase inh | CHOP inhibitor | NCF1 inh
COCCn1c(=O)[nH]c(=O)c2c1nc(-c1cc(Br)c3c(c1)OCO3)n2Cc1ccccc1 | -3.3 | 2 | 0.5 | -7 | 1.0 | 4 | -4 | 3 | -2
CCOc1ccc(C(=O)NCC(=O)OCC(=O)N2C(C)CCCC2C)cc1 (centres undefined) | 0.8 | 4 | 0.4 | -29 | 0.6 | -13 | 2 | 6 | -10
COc1ccc(C=Nc2ccc3[nH]ncc3c2)c(O)c1 | -2.7 | 37 | 1.0 | -6 | 1.0 | 6 | -15 | 10 | -3
CCOc1ccccc1NC(=O)c1cccc(NC(=O)c2ccco2)c1 | -12 | -8 | 1.2 | 27 | 0.8 | -8 | 6 | . | -9
CCn1ccnc1CN1CCc2c([nH]c3ccccc23)C1C1CCCCC1 (centres undefined) | -1.5 | . | 0.2 | . | 1.4 | 9 | -7 | 34 | -7
CCc1cccc(C)c1NC(=O)COC(=O)C(NS(=O)(=O)c1ccc(Cl)cc1)C(C)O (centres undefined) | 1.6 | 2 | -0.4 | 38 | -0.9 | -9 | 5 | 29 | -11
N=c1sccn1CC(=O)Nc1cccc(Oc2ccccc2)c1 | -0.3 | 4 | 1.4 | -3 | 1.8 | 2 | -36 | 23 | 0
Cc1ccc(CS(=O)(=O)CCC(=O)NCCC(C)C)cc1 | -1.8 | -2 | -0.1 | 2 | -1.1 | -18 | -29 | 1 | -15
CSc1ccc(/C=N\NC(=O)COc2ccc(Cl)cc2Br)cc1 | -2.0 | 0 | 0.6 | 6 | -0.5 | -9 | -34 | 68 | 1
CN(CCc1nc2ccccc2[nH]1)Cc1nc(CC2CC2)no1 | 1.3 | -3 | 0.4 | 2 | -0.1 | -5 | -3 | -1 | 6

More entries:
Molecule | TNF necrop inh | Runt-SMMHC FRET | TRPML3 ag | PPC-1+TRAIL kill | TRPN1 ag | EBV gp42 block | Mdm2 ligase inh | CHOP inhibitor | NCF1 inh
CC1=C(C(=O)OC2CCCCC2)C(c2cccs2)n2c(nc3ccccc32)N1 (centres undefined) | 0.7 | 1 | 0.4 | 32 | 0.8 | -2 | 3 | 84* | 4
O=c1cc(-c2ccccc2)n(S(=O)(=O)c2ccccc2)o1 | 0.2 | -6 | 0.0 | 13 | -0.9 | -5 | -10 | 55 | 1
Cc1ccc(O)c(C(=O)c2cc(C#N)c3nc4ccccc4n3c2)c1 | -1.7 | -79 | 2.4 | 4 | 4.9 | -7 | -12 | 34 | -30
CC(C(=O)OCC(=O)c1ccccc1)N1C(=O)C2C3CCC(C3)C2C1=O (centres undefined) | 0.0 | 0 | 1.3 | -13 | 2.5 | -7 | -5 | 2 | -13
Cc1cccc(OCCn2c(=S)[nH]c3ccccc32)c1 | -3.1 | 34 | -1.4 | 14 | -1.6 | -21 | -1 | -11 | 14
C=CCN1C(=O)S/C(=C\c2ccc3c(c2)n(C)c(=O)n3C)C1=O | -1.0 | -3 | 0.7 | 12 | 0.5 | -17 | 3 | -44 | -9
COc1ccc(CCNC(=O)C2CCN(S(=O)(=O)c3c(C)noc3C)CC2)cc1OC | 0.9 | 126 | 1.3 | 23 | 2.5 | -3 | -5 | -12 | -16
O=C(Nc1ccccc1C(=O)NCCN1CCOCC1)c1ccco1 | -1.2 | 2 | -0.1 | 0 | 0.6 | -18 | -9 | -6 | -8

The results go on:
Molecule | TNF necrop inh | Runt-SMMHC FRET | TRPML3 ag | PPC-1+TRAIL kill | TRPN1 ag | EBV gp42 block | Mdm2 ligase inh | CHOP inhibitor | NCF1 inh
CCc1nc(-c2ccccc2)c2ccccn12 | -0.9 | -11 | 1.1 | 28 | 0.5 | 5 | 7 | 2 | -7
CN1N=C2c3ccccc3CCC2C1c1ccc(C(F)(F)F)cc1 (centres undefined) | -1.0 | -2 | 0.3 | 14 | 2.3 | -9 | -13 | 32 | -10
Cc1ccc(NC(=O)C(=O)NCC2CCN(C(=O)c3cccc([N+](=O)[O-])c3)CC2)cc1 | 1.0 | 0 | 0.1 | -3 | 0.1 | -7 | 1 | 36 | 4
O=C1C=C(NCc2ccc(Cl)cc2)CCC1 | 6.5 | 1 | -0.3 | 5 | 0.3 | 8 | -12 | 17 | -7

Filtered by structure: the compounds so far with a halogen.
Molecule | TNF necrop inh | Runt-SMMHC FRET | TRPML3 ag | PPC-1+TRAIL kill | TRPN1 ag | EBV gp42 block | Mdm2 ligase inh | CHOP inhibitor | NCF1 inh
CC[C@H](C)[C@H](NC(=O)c1ccc(Cl)cc1)C(=O)OCC(=O)c1ccc2c(c1)NC(=O)CO2 | -2.5 | -6 | -0.3 | 8 | 0.4 | -24 | -4 | 105* | -19
O=C1CC(N2CCSCC2)C(=O)N1c1ccc(Br)cc1 (centres undefined) | 9.9 | -1 | 0.6 | 7 | 0.4 | -13 | -8 | 18 | -8
O=C(COc1ccc(Cl)cc1Br)N1CCN(c2ccccc2)CC1 | -1.7 | -1 | 0.5 | -3 | -0.6 | -14 | 6 | -18 | -18
N=C1c2ccccc2CN1NC(=O)COc1ccc(Cl)cc1 | 1.0 | -1 | -0.1 | 7 | -0.1 | -10 | -6 | 1 | 0
COCCn1c(=O)[nH]c(=O)c2c1nc(-c1cc(Br)c3c(c1)OCO3)n2Cc1ccccc1 | -3.3 | 2 | 0.5 | -7 | 1.0 | 4 | -4 | 3 | -2
CCc1cccc(C)c1NC(=O)COC(=O)C(NS(=O)(=O)c1ccc(Cl)cc1)C(C)O (centres undefined) | 1.6 | 2 | -0.4 | 38 | -0.9 | -9 | 5 | 29 | -11
CSc1ccc(/C=N\NC(=O)COc2ccc(Cl)cc2Br)cc1 | -2.0 | 0 | 0.6 | 6 | -0.5 | -9 | -34 | 68 | 1
CN1N=C2c3ccccc3CCC2C1c1ccc(C(F)(F)F)cc1 (centres undefined) | -1.0 | -2 | 0.3 | 14 | 2.3 | -9 | -13 | 32 | -10
O=C1C=C(NCc2ccc(Cl)cc2)CCC1 | 6.5 | 1 | -0.3 | 5 | 0.3 | 8 | -12 | 17 | -7
